Screens deposited in PubChem by several laboratories.
PKA-R1A activ: PKA-R1A complex activation; P00514+P68181; PKA-R1A dissociation, Cy5-IP20 fluorescence polarization; scaled: DMSO 0%, 113 µM cGMP 100%; activation, % at 11.4 µM; 0.083% of 340,000 active;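 active means percent activation above the mean of all tested compounds plus 3 SD, cut at about 19% in these data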;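 further: higher means more PKAc released from R1A so a rise in polarization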
HTR5A ag: activates human HTR5A in OPRM1-OPRD1 agonist counter-screen; 0.61% of 340,000 active; P47898; activation, % at 9.3 µM; HTR5A agonist assay, luminescence, cell-based; in the data active means activation mostly above about 9.5%, no sharp cut-off; inactive means mostly below about 7.6%;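 further: 0% = cells with vehicle only and 100% = reference agonist; strong numbers were not always called active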
Target sequence (P47898 whole entry, looked up): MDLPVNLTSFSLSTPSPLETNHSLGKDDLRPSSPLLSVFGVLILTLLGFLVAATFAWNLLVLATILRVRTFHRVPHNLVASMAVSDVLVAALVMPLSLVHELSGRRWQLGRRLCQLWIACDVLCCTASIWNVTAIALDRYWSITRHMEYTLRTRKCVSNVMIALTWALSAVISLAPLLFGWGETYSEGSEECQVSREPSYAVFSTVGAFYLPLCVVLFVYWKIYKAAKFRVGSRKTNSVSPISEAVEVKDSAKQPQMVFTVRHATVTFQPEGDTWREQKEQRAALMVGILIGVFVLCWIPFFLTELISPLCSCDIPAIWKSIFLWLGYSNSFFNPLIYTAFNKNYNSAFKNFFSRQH
DAGLB inh: blocks human DAGLB lipase activity; inhibition, % at 5.17 µM; 0.059% of 340,000 active; AID 504411; HEK293T DAGLB membrane lysate, EnzChek fluorogenic substrate; Q8NCG7; in the data active means inhibition above about 34%;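 further: 0% = enzyme with vehicle and 100% = wells lacking enzyme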
Target sequence (Q8NCG7 whole entry, looked up): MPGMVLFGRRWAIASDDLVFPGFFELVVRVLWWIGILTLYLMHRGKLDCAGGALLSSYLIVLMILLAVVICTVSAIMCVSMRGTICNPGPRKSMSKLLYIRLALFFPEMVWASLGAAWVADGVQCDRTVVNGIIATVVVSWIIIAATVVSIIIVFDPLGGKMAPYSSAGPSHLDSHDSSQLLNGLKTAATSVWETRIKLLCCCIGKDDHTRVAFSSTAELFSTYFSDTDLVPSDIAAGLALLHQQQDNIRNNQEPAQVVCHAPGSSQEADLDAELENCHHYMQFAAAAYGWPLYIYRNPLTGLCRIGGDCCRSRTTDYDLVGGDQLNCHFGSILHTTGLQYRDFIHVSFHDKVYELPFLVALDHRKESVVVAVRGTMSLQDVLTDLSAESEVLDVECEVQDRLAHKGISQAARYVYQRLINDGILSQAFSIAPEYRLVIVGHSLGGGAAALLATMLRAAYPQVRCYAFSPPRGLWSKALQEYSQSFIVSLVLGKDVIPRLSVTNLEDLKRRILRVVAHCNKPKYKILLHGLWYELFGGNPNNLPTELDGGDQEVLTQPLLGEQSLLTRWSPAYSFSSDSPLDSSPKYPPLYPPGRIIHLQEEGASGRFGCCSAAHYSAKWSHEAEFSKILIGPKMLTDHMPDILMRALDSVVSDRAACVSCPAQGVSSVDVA
Arrestin-AP2 inh: blocks beta-arrestin peptide binding to AP2 adaptin | FITC-arrestin peptide / GST-AP2 beads, flow cytometry; AP2 beta2 appendage carries R879A mutation | inhibition, % at 10 µM | 0.31% of 340,000 active | AID 504490;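 active means inhibition above a set limit, near 3 SD of compounds lacking own fluorescence, cut at about 54% in these data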;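 further: plate controls were DMSO wells for no effect and 5 µM unlabelled arrestin peptide for full effect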
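Material – GST-tagged AP2 beta2-adaptin appendage (R879A) on 4 µm glutathione beads · Probe or stimulus – fluorescein-tagged arrestin peptide at 50 nM final · Timing – 12 min plus 1 h, RT · Detection – bead flow cytometry, FITC channel · Read-out basis – inhibition as reduced fluorescein signal on beads, percent · Medium – PBS plus Tween 20 (0.05%) and BSA (0.1%)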
Pemphigus Ab inh: inhibitors of pemphigus antibody binding to human desmoglein-3; 0.48% of 310,000 active; binding (percent of control), % at 10 µM; AID 588358; DSG3-coupled beads, scFv-anti-DSG3-GFP binding, flow cytometry; stronger effect = lower value;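 active means binding more than 3 SD below its plate's average and above zero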;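 further: hits lower antibody fragment binding to DSG3; some compounds called inactive have numbers as strong as hits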
MOR-DOR ag: OPRM1-OPRD1 heterodimerization agonism. activation, % at 9.3 µM. 0.3% of 340,000 active. cells, luminescence. AID 504326; in the data active means activation above about 18%;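 further: 0% = vehicle-treated cells and 100% = reference agonist; values of inactives mirror those of a sister screen read the other way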
PKA-R2B activ: activates the human PKA-R2B holoenzyme complex; P22694+P31323; PKA-R2B holoenzyme dissociation, Cy5-IP20 fluorescence polarization; R2B truncated from residue 108, S112A mutant; 0% DMSO only, 100% 113 µM cGMP; activation, % at 11.4 µM; 0.079% of 340,000 active; AID 504700;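 active means activation above a cutoff set at the mean over all compounds plus 3 SD, cut at about 18% in these data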;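 further: higher means more holoenzyme dissociation and a rise in polarization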
V-ATPase pHluor: regulators of yeast V-ATPase proton transport; S. cerevisiae, pHLuorin cytosolic pH fluorescence; response, % at 10 µM; AID 504577; 0.37% of 350,000 active; in the data active means response mostly above about 7.3%, no sharp cut-off; inactive means mostly below about 5.4%; further: actives read high; inactives centre near 0; some compounds called inactive have numbers as strong as hits; reference of the scale not given here
OPRM1-OPRD1 inv: inverse agonist of human OPRM1-OPRD1 heterodimerization; P35372+P41143; cell-based MOR-DOR heterodimer luminescence, inverse agonism; inhibition, % at 9.3 µM; 0.21% of 340,000 active; in the data active means inhibition above about 22%, passing the limit was not always enough;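 further: 0% = cells with DMSO and 100% = wells without cells with DMSO; values of inactives mirror those of a sister screen read the other way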
HTR5A inv ctr: HTR5A inverse agonism, opioid heterodimer counter-screen. P47898. HTR5A cell line, luminescence. inhibition, % at 9.3 µM. 0.083% of 340,000 active; in the data active means inhibition mostly above about 23%, no sharp cut-off; inactive means mostly below about 18%;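 further: 0% = cells with DMSO and 100% = no-cell wells with DMSO; some compounds called inactive have numbers as strong as hits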
An asterisk follows results filed as active; / = not tested or not shown.

Each structure is followed by: PKA-R1A activ, HTR5A ag, DAGLB inh, Arrestin-AP2 inh, Pemphigus Ab inh, MOR-DOR ag, PKA-R2B activ, V-ATPase pHluor, OPRM1-OPRD1 inv, HTR5A inv ctr
Cc1ccc2[nH]c(=O)c(C(c3nnnn3C3CCCC3)N3CCCc4ccccc43)cc2c1 (stereo unspecified)
 : -20.5, -1.6, 1.0, 2.6, 99.6, 5.0, 1.9, -4.3, -24.9, 18.2
Cc1ccc(C)c(N2CCN(C(=O)CCc3nc(-c4ccccc4)no3)CC2)c1
 : -8.9, 2.6, -5.1, 1.3, 104.7, 2.3, -4.2, 1.9, -10.7, -9.1
Cc1[nH]c(-c2ccccn2)nc(=S)c1Cl
 : 4.6, -0.1, -4.4, 36.4, 94.0, 1.3, -0.6, 1.1, -6.7, -4.4
CCc1ccc(-c2cc(C(=O)NN3CCN(C)CC3)c3ccccc3n2)cc1
 : 17.0, -2.1, 2.1, 9.4, 96.1, -2.0, 5.0, 1.2, 10.9, 4.0
Fc1ccc(C2=Nn3c(nnc3-c3ccco3)SC2)cc1
 : -6.8, 4.3, -2.0, -9.6, /, -3.0, -0.7, 0.0, 15.1, -11.2
COc1ccc(S(=O)(=O)N2CCN(C(=O)C3CC3)CC2)cc1
 : -5.0, 4.5, 3.9, 4.0, 127.6, -0.6, -2.1, 3.3, 5.2, 5.3
COCCn1c(=NC(=O)CSC(C)=O)sc2cc(F)ccc21
 : -6.2, 2.4, -3.5, -8.9, /, -5.5, -20.1, -3.6, 23.3, 12.6
CC(=O)Nc1ccc(/C=N/N2C(C)CCCC2C)cc1 (stereo unspecified)
 : 10.7, 0.6, 1.2, -4.5, 99.4, -0.8, -4.5, 9.6, 3.5, -1.6
O=C(c1sccc1Cl)N1CCN(Cc2ccc3c(c2)OCO3)CC1
 : 1.9, -2.8, -1.6, 0.7, /, -2.6, 9.6, 4.1, 12.7, -23.7
Cc1c(C(=O)N2CCOCC2)oc2ccccc12
 : -1.9, -0.1, -0.1, 50.8, 94.3, -0.2, 5.9, 3.2, 0.8, 0.3

(listing goes on)
Each structure is followed by: PKA-R1A activ, HTR5A ag, DAGLB inh, Arrestin-AP2 inh, Pemphigus Ab inh, MOR-DOR ag, PKA-R2B activ, V-ATPase pHluor, OPRM1-OPRD1 inv, HTR5A inv ctr
Cc1cc(C)cc(C(=O)NC2CC(C)(C)NC(C)(C)C2)c1
 : -0.7, -2.0, -0.5, 0.1, 100.8, -0.9, 7.8, 1.7, 4.0, 7.5
CCCCCC(=O)NC(=S)Nc1ccc(Cl)cn1
 : -3.0, 6.6, -9.4, 4.9, 106.5, 5.0, -5.9, 3.1, -36.2, -18.8
COC(=O)c1sccc1-c1ccc(C(=O)Nc2ccccc2)o1
 : -0.2, -3.0, -12.7, -2.1, 99.2, 0.1, -8.4, 4.2, -0.4, 7.9
CCOc1cc2c(cc1C(C)(C)C)NC(=O)CS2
 : -6.2, -0.1, -3.3, -6.5, 97.4, 6.8, 8.4, 4.8, -28.5, 0.1
COc1ccc(NC(=O)CCCC2CCCCC2)c(OC)c1
 : -1.3, 3.3, -4.2, 28.8, 101.6, 6.0, -5.1, 0.5, -32.5, 20.3
Clc1ccc(/C=N\Nc2ccccc2)cc1
 : 8.8, 3.1, -1.1, 26.9, 101.6, -3.1, -0.5, -0.1, 15.8, -18.5
Cc1onc(-c2ccccc2Cl)c1C(=O)NCc1ccccc1F
 : -2.9, 1.3, 0.1, -14.8, 104.8, -1.8, -8.7, -1.8, 6.0, 12.1
CC(C)c1nnc(NC(=O)CN2C(=O)c3ccccc3C2=O)s1
 : -2.4, -2.4, -0.7, 24.6, 95.5, -0.2, 1.1, -2.5, 1.1, 6.2
c1ccn(CCc2ccncc2)c1
 : -3.9, -1.2, 0.7, 14.7, 119.6, -3.1, 2.4, -1.9, 16.1, 5.0
Cc1ccc(C)c(NC(=S)Nc2cccnc2)c1
 : -4.8, -3.2, -0.3, -6.6, 110.5, -0.7, 1.7, 0.8, 3.4, -46.4

Next section
Each structure is followed by: PKA-R1A activ, HTR5A ag, DAGLB inh, Arrestin-AP2 inh, Pemphigus Ab inh, MOR-DOR ag, PKA-R2B activ, V-ATPase pHluor, OPRM1-OPRD1 inv, HTR5A inv ctr
Cc1ccc(C(=O)CCC(=O)OCC(=O)N(CC(C)C)c2c(N)n(Cc3ccccc3)c(=O)[nH]c2=O)cc1
 : -6.3, 5.9, 2.9, -1.8, 97.1, -3.5, -10.8, -1.2, 17.0, 16.9
Cc1ccc(COc2ccc(S(=O)(=O)N3CCCC3)cc2C(N)=O)cc1
 : -4.0, 0.4, -3.1, 28.8, 101.6, 0.9, -4.5, -4.2, -7.4, -0.2
CCOC(=O)CNC(=O)CSc1ncnc2c1cnn2-c1ccc(Cl)cc1
 : -3.6, -3.3, 3.1, 9.0, 86.1, -1.6, 4.3, 1.6, 9.4, 9.2
COc1ccccc1-c1cnc2c(c1)C(=O)N([C@@H](C)CO)C[C@@H](C)[C@H](CN(C)C(=O)c1cccnc1)O2
 : -8.7, /, -0.3, /, /, /, 12.0, -2.6, /, /
C[C@@H]1CN([C@H](C)CO)S(=O)(=O)c2ccc(Br)cc2O[C@@H]1CN(C)Cc1ccc(-c2ccccc2)cc1
 : 2.9, /, -6.1, /, 107.1, /, -1.6, 4.7, /, /
Cn1c2ccccc2c2nnc(NN)nc21
 : 8.2, -4.8, 0.7, -19.1, /, 1.1, 6.8, -0.8, -5.5, 12.5
Cc1cccc(NC(=O)COC(=O)CC2CCCC2)c1C
 : -8.2, -1.2, -2.5, 12.6, 97.4, 2.0, -6.9, 0.4, -12.9, -24.5
Cn1cc([N+](=O)[O-])c(C(=O)NNC(=O)c2ccc([N+](=O)[O-])cc2)n1
 : -3.5, 0.7, 0.3, -14.1, 106.5, -2.3, -12.7, 10.3, 12.3, 16.1
COc1cccc(CN(C)Cc2nc3cc(C(F)(F)F)ccc3c(=O)[nH]2)c1
 : -18.0, 4.1, -0.9, 3.2, 92.3, 0.3, -21.1, -6.2, -1.7, -12.0
CS(=O)(=O)N1CCN(C(=O)Cc2ccccc2Cl)CC1
 : 4.0, 4.0, -1.3, -24.6, 96.0, -2.7, -1.1, 1.2, 13.9, -2.7

Next section
Each structure is followed by: PKA-R1A activ, HTR5A ag, DAGLB inh, Arrestin-AP2 inh, Pemphigus Ab inh, MOR-DOR ag, PKA-R2B activ, V-ATPase pHluor, OPRM1-OPRD1 inv, HTR5A inv ctr
C[C@@H]1CN([C@H](C)CO)S(=O)(=O)c2ccc(C#Cc3ccccc3F)cc2O[C@@H]1CN(C)C(=O)Cc1ccccc1
 : 7.9, /, 0.5, /, /, /, 8.8, 0.2, /, /
Cc1c(NC(=O)COC(=O)CSc2ccc([N+](=O)[O-])cc2)c(=O)n(-c2ccccc2)n1C
 : -0.8, -1.2, 0.9, -9.9, 109.5, -3.4, -2.4, 2.6, 13.4, 3.1
Cc1ccc(NC(=O)CN(C)C(=O)c2ccc(-n3cncn3)c([N+](=O)[O-])c2)cc1
 : 0.9, -1.6, 1.6, 25.0, 31.3, 2.4, 7.1, -3.3, -15.9, 4.0
O=C(CN(C(=O)c1ccc(Cl)cc1)N1C(=O)C2C3C=CC(C3)C2C1=O)c1cccs1 (stereo unspecified)
 : -1.5, 0.3, 1.0, -2.4, 105.8, 1.3, -2.1, -0.2, -6.7, -16.4
CCC/C(O)=C1\C(=O)CC(C)(C)CC1=Nc1ccccc1OC
 : -0.1, 1.7, -4.1, -7.9, 105.4, -1.2, 0.6, 0.2, 5.1, -4.0
CCc1cccc2c(C#N)cn(CC(=O)NCc3ccco3)c12
 : -5.2, -2.8, -0.9, -6.3, 105.8, -0.8, 1.5, 1.6, 4.0, -6.0
O=C1c2ccccc2-c2cc(Br)ccc2NC1O (stereo unspecified)
 : 0.6, /, -0.8, /, 139.1, /, 3.6, 2.5, /, /
CC1CCN(C(=O)C(C)NCc2ccc(F)cc2)CC1 (stereo unspecified)
 : 7.4, 0.1, -0.2, -11.5, 103.4, -2.8, -5.2, -2.8, 13.1, -0.3
CC(OC(=O)c1ccc(Cl)c(S(=O)(=O)N2CCOCC2)c1)C(=O)NC1CCCCC1C (stereo unspecified)
 : 0.6, -0.9, -3.1, 31.4, 112.8, -0.5, 1.5, -5.8, 2.5, -2.7
COc1ccc(-n2c(SCC(N)=O)nc3sc4c(c3c2=O)CCN(C)C4)cc1
 : -4.2, 3.2, 1.0, 7.7, 102.9, -2.3, 2.5, -2.5, 11.2, -7.7

The list goes on:
Each structure is followed by: PKA-R1A activ, HTR5A ag, DAGLB inh, Arrestin-AP2 inh, Pemphigus Ab inh, MOR-DOR ag, PKA-R2B activ, V-ATPase pHluor, OPRM1-OPRD1 inv, HTR5A inv ctr
O=C(Nc1cccc(Cl)c1)Nc1ccc2nccnc2c1
 : -10.0, 7.2, -0.7, 5.9, 115.7, 3.0, -3.0, 0.5, -14.1, -25.4
COCC(C)n1c(SCc2cc(=O)n3cc(C)ccc3n2)nc2ccccc2c1=O (stereo unspecified)
 : -10.8, 3.2, 3.2, 16.0, /, -2.6, 0.5, -3.1, 11.9, -8.9
CCCCn1c(N)c(N(CC)C(=O)c2ccccc2C(F)(F)F)c(=O)[nH]c1=O
 : -8.7, 5.6, -1.8, 19.9, 97.4, 0.9, -3.4, -1.5, -4.6, 9.3
CC(c1ccccc1)N1C(=O)c2ccccc2C1O (stereo unspecified)
 : 1.9, -2.4, 0.0, 3.6, 99.4, -1.2, 5.8, 3.3, 6.4, -17.2
Cc1ccccc1C(O)c1ccccn1 (stereo unspecified)
 : -1.1, -2.3, -1.8, -1.0, 99.2, -1.1, -7.1, -5.0, 6.0, 1.4
Cc1cc(/C=C(\C#N)C(=O)NCC2CCCO2)c(C)n1-c1ccc(Cl)cc1 (stereo unspecified)
 : -24.3, 0.1, -3.4, -5.4, 95.0, -0.6, -2.4, -4.8, 3.1, 28.8
COC(=O)c1nc(-c2ccccc2)oc1N1CCOCC1
 : 0.4, -0.6, -0.4, 2.4, 99.3, -3.2, -13.2, 0.9, 16.7, -13.7
CN1CCN(c2ccc(NC(=O)c3cc4ccccc4o3)cc2)CC1
 : -8.7, 3.5, -0.3, -7.1, 98.3, -3.8, 0.7, -1.7, 18.3, -13.0
COc1ccccc1N1CCN(c2nc(-c3ccccc3)cc(C(F)(F)F)n2)CC1
 : 8.6, 4.7, -7.9, -0.7, /, 0.3, 0.4, -2.0, -1.8, -12.6
Cc1csc2nc(CNC(=O)C3CC=CCC3C(=O)O)cn12 (stereo unspecified)
 : 5.4, 0.8, -0.3, 2.9, 111.5, 0.0, 16.7, -0.9, 0.0, -15.3
Brc1ccccc1-c1nc2c3ccccc3ncn2n1
 : -1.8, 2.6, -0.7, 2.7, 98.3, -0.2, -9.0, 4.0, 0.6, -6.4
